Compound activity as filed in PubChem.
BoNT-A LC inh2 = inhibitors of Botulinum neurotoxin A light chain protease. multiplex microsphere protease substrate cleavage, flow cytometry. inhibition, % at 10 µM. hit rate 0.17% among 360,000. AID 588499; also: plate controls were buffer without enzyme for full effect and enzyme alone for no effect
BH1578 lux ind = induces V. cholerae light production without autoinducers; V. cholerae BH1578 lux reporter, luminescence, 6 h; hit rate 0.16% among 350,000; activation, % at 18.7 µM; in the data active = activation mostly above about 9.7%, no sharp cut-off; also: not every result past the cut was called active; inactives centre near 0; reference of the scale not given here
Anthrax LF inh2 = blocks Bacillus anthracis lethal factor protease | inhibition, % at 10 µM | multiplex microsphere protease cleavage assay, LF | hit rate 0.12% among 360,000 | AID 588501 | P15917; also: plate controls were buffer without enzyme for full effect and enzyme alone for no effect
Target sequence (P15917 whole entry, looked up): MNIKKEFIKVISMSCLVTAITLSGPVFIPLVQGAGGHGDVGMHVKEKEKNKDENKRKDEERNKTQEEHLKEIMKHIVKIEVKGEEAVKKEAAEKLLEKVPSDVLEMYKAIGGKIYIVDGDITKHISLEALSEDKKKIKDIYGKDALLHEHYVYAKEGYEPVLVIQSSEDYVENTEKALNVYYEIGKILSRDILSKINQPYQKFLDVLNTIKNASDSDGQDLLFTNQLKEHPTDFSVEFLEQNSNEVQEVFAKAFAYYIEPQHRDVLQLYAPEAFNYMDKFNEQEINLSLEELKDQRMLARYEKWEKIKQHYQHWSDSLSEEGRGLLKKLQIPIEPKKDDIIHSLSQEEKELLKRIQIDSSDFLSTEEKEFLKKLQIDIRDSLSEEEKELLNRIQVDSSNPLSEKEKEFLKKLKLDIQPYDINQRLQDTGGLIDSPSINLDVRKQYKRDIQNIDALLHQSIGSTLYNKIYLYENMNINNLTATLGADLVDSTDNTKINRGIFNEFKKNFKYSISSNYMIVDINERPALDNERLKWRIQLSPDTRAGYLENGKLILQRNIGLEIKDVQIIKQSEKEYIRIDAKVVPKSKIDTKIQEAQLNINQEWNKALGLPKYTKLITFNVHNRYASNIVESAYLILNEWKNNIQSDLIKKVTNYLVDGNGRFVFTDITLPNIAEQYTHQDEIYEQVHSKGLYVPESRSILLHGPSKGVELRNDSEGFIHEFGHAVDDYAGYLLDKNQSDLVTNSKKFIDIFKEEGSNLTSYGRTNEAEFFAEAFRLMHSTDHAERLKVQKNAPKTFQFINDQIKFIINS
SARS 3CLpro inh = SARS-CoV 3CLpro protease inhibition; P0C6X7; AID 1706; hit rate 0.14% among 290,000; inhibition, % at 6 µM; recombinant SARS-CoV 3CLpro, quenched FRET peptide cleavage; in the data active = inhibition above about 12%
SSB-PriA inh = blocks PriA binding to SSB C-terminal tail; AlphaScreen SSBct-PriA binding, biotinylated peptide; inhibition, % at 33 µM; hit rate 0.6% among 430,000; in the data active = inhibition mostly above about 37%, no sharp cut-off; inactive = mostly below about 20%;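 also: plate controls were negative control peptide for no effect and reference peptide for full effect; strong numbers were not always called active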
CCHFV vOTU inh = blocks the CCHF virus ovarian tumor domain protease | CCHFV vOTU protease, Pep-AMC fluorescence | inhibition, % at 11.5 µM | hit rate 0.55% among 370,000 | AID 651958; in the data active = inhibition above about 30%; also: 0% = vehicle wells with enzyme and 100% = no enzyme wells
DUSP3 inh = DUSP3 (human) phosphatase inhibition; P51452; recombinant VHR phosphatase, pNPP absorbance; inhibition, % at 13.3 µM; hit rate 0.52% among 290,000; in the data active = inhibition above about 50%; also: some compounds called inactive have numbers as strong as hits
Target sequence (P51452 whole entry, looked up): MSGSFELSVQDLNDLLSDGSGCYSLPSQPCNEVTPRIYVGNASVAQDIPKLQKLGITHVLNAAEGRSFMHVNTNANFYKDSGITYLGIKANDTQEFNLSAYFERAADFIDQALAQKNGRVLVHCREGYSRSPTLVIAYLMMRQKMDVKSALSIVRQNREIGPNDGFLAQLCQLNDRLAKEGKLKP
Yp Topo-I inh = Y. pestis Topo-I inhibition via cleavage products. Y. pestis Topo-I cleavage product accumulation, plate reader. activity, % at 10 µM. hit rate 0.064% among 360,000; in the data active = activity above about 50%, passing the limit was not always enough; also: inactives centre near 2
TcdB GH inh = TcdB glycohydrolase inhibition; P18177; TcdB glycohydrolase enzymatic assay, plate reader; inhibition, % at 9.99 µM; hit rate 0.24% among 350,000; in the data active = inhibition above about 10%
PfHsp40 yeast = compounds rescuing yeast from Plasmodium falciparum HSP40 toxicity; S. cerevisiae expressing PfHsp40, growth rescue, ATP luminescence; growth rescue, % at 12.5 µM; hit rate 0.68% among 340,000; AID 504582; in the data active = growth rescue above about 28%, passing the limit was not always enough;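 also: yeast W303a lacking pdr1 and pdr3 grown in galactose medium; growth measured after three days at 30 °C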
* = called active by the depositor; i = inactive; / = not tested or not shown. Rule as the data show it, unless noted: active = inhibition above about 30%; inconclusive = no clear call, values can overlap the other calls; inactive = below that. Only part of the results is shown; rates above refer to the full screens.

#1 Cc1ccccc1SCC(=O)Nc1cc(S(=O)(=O)N2CCOCC2)ccc1N1CCOCC1
#2 O=C(c1noc2c1CCc1ccccc1-2)N1CCOCC1
#3 CCn1c(-c2ccc3ncccc3c2)n[nH]c1=S
#4 CN(C)S(=O)(=O)N1CCN(c2ccccc2Cl)CC1
#5 COc1cccc(-c2cc(=O)[nH][nH]2)c1
#6 O=C(COc1ccc(Br)cc1CO)N1CCCc2ccccc21
Assay by compound	1	2	3	4	5	6
BoNT-A LC inh2	0.4	-0.3	1.3	-0.7	-0.5	-5.0
BH1578 lux ind	-0.4	-1.0	/	-0.4	i	i
Anthrax LF inh2	1	-4	10	-2	1	-3
SARS 3CLpro inh	1	-2	2	4	0	1
SSB-PriA inh	-10	4	-16	-12	-20	-18
CCHFV vOTU inh	21	-3	-5	-2	9	1
DUSP3 inh	17	13	33	6	-29	39
Yp Topo-I inh	32	6	-4	-2	-1	-1
TcdB GH inh	1.3	/	/	0.2	0.3	-2.2
PfHsp40 yeast	1.0	0.8	0.9	-1.8	-0.1	0.1

Molecules above with an NH in an aromatic ring:
#3 CCn1c(-c2ccc3ncccc3c2)n[nH]c1=S
#5 COc1cccc(-c2cc(=O)[nH][nH]2)c1
Assay by compound	3	5
BoNT-A LC inh2	1.3	-0.5
BH1578 lux ind	/	i
Anthrax LF inh2	10	1
SARS 3CLpro inh	2	0
SSB-PriA inh	-16	-20
CCHFV vOTU inh	-5	9
DUSP3 inh	33	-29
Yp Topo-I inh	-4	-1
TcdB GH inh	/	0.3
PfHsp40 yeast	0.9	-0.1

The list goes on:
#7 CC(=O)Nc1cccc(-c2ccnc3c2CC(C)(C(=O)Nc2ccc(C(C)C)cc2)O3)c1 (stereo not drawn)
#8 CCC/C(=N\NC(=O)c1ccc(OC)c(OC)c1)c1ccccc1
#9 CN(CC(=O)Nc1ccc(S(=O)(=O)N2CCCC2)cc1)CC(=O)Nc1cccc(F)c1
#10 O=C(Nc1ccc(Cl)cc1C(=O)NCC1CCCO1)c1ccc(Cl)cc1Cl (stereo not drawn)
#11 CCOC(=O)C1CCN(C(=O)c2cccnc2Cl)CC1
#12 Cc1cc(O)c(/C=N/Nc2cccc(Cl)c2)c(=O)o1
Assay by compound	7	8	9	10	11	12
BoNT-A LC inh2	-0.1	-0.8	-0.9	-0.4	-0.1	0.2
BH1578 lux ind	-0.4	i	-0.4	-0.3	-0.2	i
Anthrax LF inh2	-10	-4	-3	1	-2	0
SARS 3CLpro inh	/	-3	-1	0	-3	5
SSB-PriA inh	/	/	1	-11	9	/
CCHFV vOTU inh	1	6	3	-6	-11	7
DUSP3 inh	/	4	20	5	4	-4
Yp Topo-I inh	21	-1	-3	3	5	-3
TcdB GH inh	1.8	-0.5	4.2	1.5	/	/
PfHsp40 yeast	/	-0.3	-0.1	2.9	0.8	8.8

#13 COc1ccc(CC(=O)Nc2c(C(=O)N3CCN(c4ccccc4)CC3)oc3ccccc23)cc1OC
#14 CCc1ccc2nc(SCC(=O)NCC3CCCO3)c(C#N)cc2c1 (stereo not drawn)
#15 COc1ccccc1N(C)S(=O)(=O)c1ccc(C(=O)N(C)Cc2ccc(Cl)s2)cc1
#16 CC(=O)N(Cc1cccnc1)Cc1cc2ccccc2[nH]c1=O
#17 Cc1occc1C(=O)Nc1cccc([N+](=O)[O-])c1C
#18 CC(C)c1ccc(C2OCC(C)([N+](=O)[O-])CO2)cc1 (stereo not drawn)
Assay by compound	13	14	15	16	17	18
BoNT-A LC inh2	-1.6	0.2	-0.6	-0.3	0.4	-0.2
BH1578 lux ind	-0.3	-0.1	0.7	i	-0.5	i
Anthrax LF inh2	-1	9	-10	-1	-2	3
SARS 3CLpro inh	1	4	/	3	-1	/
SSB-PriA inh	20	-20	/	-8	-3	-3
CCHFV vOTU inh	-8	8	11	-8	-11	13
DUSP3 inh	25	17	/	10	7	/
Yp Topo-I inh	15	8	20	-6	2	2
TcdB GH inh	1.6	-0.4	1.3	/	-3.3	1.5
PfHsp40 yeast	9.7	-0.7	2.1	-0.2	0.1	15

#19 COc1cccc(NC(=S)NCc2ccc3c(c2)cc(C)n3C)c1
#20 CCOC(=O)C(Cc1ccccc1)C(=O)c1ccco1 (stereo not drawn)
#21 Cc1ccc(-c2nnc(-c3ccccc3S(=O)(=O)Cc3ccc(Cl)cc3)o2)cc1
#22 COC(=O)c1sccc1NC(=O)c1cccc(OC)c1
#23 O=C(CSc1nnc(-c2ccc(Br)cc2)o1)Nc1cccc2ccccc12
#24 COc1cccc(/C=N/NC(=O)c2cc(C34CC5CC(CC(C5)C3)C4)[nH]n2)c1
Assay by compound	19	20	21	22	23	24
BoNT-A LC inh2	54*	0.7	-0.4	0.2	1.6	-0.2
BH1578 lux ind	-0.2	3.0	i	-2.2	1.0	-0.8
Anthrax LF inh2	-84	-4	-2	-2	0	-2
SARS 3CLpro inh	4	/	4	-1	-1	2
SSB-PriA inh	24	-5	-5	-13	-18	/
CCHFV vOTU inh	0	-7	7	17	0	7
DUSP3 inh	2	/	20	25	0	30
Yp Topo-I inh	-3	2	-2	5	-3	30
TcdB GH inh	0.5	-2.1	/	/	0.6	/
PfHsp40 yeast	1.5	0.0	-1.1	4.9	-1.1	0.8

#25 O=C(Nc1cccc(NC(=O)c2cccc(F)c2)c1)c1ccccc1
#26 COc1ccc([C@@H](C)NC(=O)CCc2nnc(-c3cc(C)on3)o2)cc1
#27 CSc1cccc(NS(=O)(=O)c2cc(Br)cnc2N)c1
#28 NC(=S)c1csc(CCNC(=O)c2ccccc2)n1
#29 COc1ccccc1NC(=S)N(c1ccccc1)C(C)C
#30 Cc1ccc(CS(=O)(=O)CCC(=O)N2CCC3(CC2)OCCO3)cc1
Assay by compound	25	26	27	28	29	30
BoNT-A LC inh2	-0.3	-0.4	1.1	0.0	-1.2	-0.5
BH1578 lux ind	i	i	-0.3	i	i	-0.5
Anthrax LF inh2	-2	-1	-4	-6	2	-3
SARS 3CLpro inh	6	6	7	/	9	0
SSB-PriA inh	3	15	-8	/	-7	-7
CCHFV vOTU inh	1	-14	4	8	3	-10
DUSP3 inh	/	5	23	/	-1	-2
Yp Topo-I inh	11	-4	2	11	5	-9
TcdB GH inh	1.2	1.0	1.4	0.9	-1.3	-2.4
PfHsp40 yeast	0.2	-1.2	0.0	/	0.3	-1.2

#31 O=C(N/N=C/c1ccccc1O)c1cc[n+]([O-])cc1
#32 CN1CCN(Cc2nc3c(c(=O)[nH]c(=O)n3C)n2Cc2c(F)cccc2Cl)CC1
#33 COc1ccc(CCC(=O)N2CCCC(Nc3ccccc3)C2)cc1OC (stereo not drawn)
#34 O=C(C1=C[C@@H](c2ccccc2)C[C@@H](OCc2ccc(CO)cc2)O1)N1CCCCCCC1
#35 Cc1ccc(-n2cc(CN3CCCN(C=O)CC3)c(-c3ccc(F)cc3)n2)cc1
#36 O=C(Nc1ccccc1)/C(=C\c1ccco1)NC(=O)c1ccco1
Assay by compound	31	32	33	34	35	36
BoNT-A LC inh2	-0.2	-1.4	-2.8	0.1	-0.5	-1.4
BH1578 lux ind	-3.1	-0.4	-0.3	i	-0.3	-0.4
Anthrax LF inh2	-2	-7	5	0	-2	-4
SARS 3CLpro inh	-9	/	-2	6	8	-3
SSB-PriA inh	/	-3	5	-2	-8	2
CCHFV vOTU inh	7	-1	-10	2	6	8
DUSP3 inh	25	5	18	-11	-1	49
Yp Topo-I inh	6	-4	-1	1	14	-4
TcdB GH inh	2.1	0.9	1.0	3.1	1.4	0.7
PfHsp40 yeast	-1.8	0.3	-1.2	3.1	-0.1	-0.1

#37 O=C1C2CCCN2C(c2ccc(Cl)c(Cl)c2)N1c1ccccn1 (stereo not drawn)
#38 CC1(C(=O)NS(=O)(=O)c2ccc3ccccc3c2)CCN1C(=O)C1(c2ccc(Cl)cc2)CCC1 (stereo not drawn)
#39 COc1ccccc1N1CCN(C(=O)CN(C2CCCCC2)S(C)(=O)=O)CC1
#40 Cc1c(O)ccc(C(=O)CN2C(=O)c3ccccc3C2=O)c1O
#41 CCOC(=O)CSc1nnc(NCC(=O)OC)c(=O)[nH]1
#42 CCc1cc(=O)[nH]c(SCCC(F)=C(F)F)n1
Assay by compound	37	38	39	40	41	42
BoNT-A LC inh2	-3.0	-0.2	-0.3	-2.5	-5.6	-1.8
BH1578 lux ind	i	i	i	-4.1	i	-0.2
Anthrax LF inh2	-7	2	-1	-2	0	-2
SARS 3CLpro inh	1	/	4	4	-2	-6
SSB-PriA inh	-1	/	-5	-8	-2	-15
CCHFV vOTU inh	-10	20	-17	-5	-3	17
DUSP3 inh	-23	/	26	17	-2	18
Yp Topo-I inh	-5	20	0	6	4	-6
TcdB GH inh	/	-0.5	-0.6	/	/	-1.7
PfHsp40 yeast	3.4	/	-2.5	-1.2	0.9	0.7

#43 CCCC(=O)Nc1nc2ccc(S(N)(=O)=O)cc2s1
#44 COc1ccccc1CNC(=O)COC(=O)c1cc(-c2ccco2)nc2ccccc12
#45 CC1=C(C(=O)Nc2ccccc2)C(c2ccc(C)o2)n2c(s/c(=C/c3ccccc3)c2=O)=N1 (stereo not drawn)
#46 COc1ccc(CC(=O)N/N=C/c2c(C)n(C)c3ccccc23)cc1OC
#47 CN(NC(=O)C(=O)NCc1ccco1)C(=O)Nc1ccc(Cl)cc1
#48 CCOC(=O)Cc1csc(NC(=O)c2ccc(C)c(S(=O)(=O)N3CCOCC3)c2)n1
Assay by compound	43	44	45	46	47	48
BoNT-A LC inh2	-0.5	3.1	-0.7	0.1	-1.1	-0.4
BH1578 lux ind	-0.3	-0.2	0.6	i	/	i
Anthrax LF inh2	-5	2	-5	7	-2	-4
SARS 3CLpro inh	-3	1	0	-1	/	/
SSB-PriA inh	-32	-3	/	i	/	9
CCHFV vOTU inh	8	-11	4	13	-2	0
DUSP3 inh	-10	10	-11	5	/	/
Yp Topo-I inh	-7	-3	10	3	/	0
TcdB GH inh	0.9	/	/	-2.2	-1.6	0.2
PfHsp40 yeast	0.4	1.8	1.5	/	/	0.1

#49 COCc1nnc(NC(=O)CCN2C(=O)c3ccccc3C2=O)s1
#50 CCSc1ccc([C@@H]2[C@@H]3C(=O)N(CC)C(=O)[C@@H]3[C@]3(C(=O)OC)CCCCN23)cc1OC
#51 O=c1c2ccccc2c2ccccc2c(=O)n1Nc1ccccc1
#52 COc1ccc([C@@H]2CC(=O)c3c(O)cc(O[C@@H]4OC(CO[C@@H]5OC(C)[C@H](O)[C@@H](O)[C@H]5O)[C@@H](O)[C@H](O)[C@H]4O)cc3O2)cc1O (stereo partly drawn)
#53 CC(=O)Nc1ccc(C(=O)N/C(=C/c2ccccc2)C(=O)NCc2ccco2)cc1
#54 Cc1cccc(NC(=O)CCS(=O)(=O)c2cc3c(cc2Cl)NC(=O)CO3)c1
Assay by compound	49	50	51	52	53	54
BoNT-A LC inh2	-0.2	-0.1	-0.2	-0.6	-2.5	-0.6
BH1578 lux ind	-0.3	-0.6	i	-0.5	-0.3	i
Anthrax LF inh2	-1	0	-1	6	-3	-2
SARS 3CLpro inh	-2	/	/	/	-3	-1
SSB-PriA inh	-7	8	/	-6	5	1
CCHFV vOTU inh	-9	4	-5	-9	8	-3
DUSP3 inh	37	/	/	/	44	10
Yp Topo-I inh	2	11	15	-7	6	2
TcdB GH inh	/	1.1	-0.6	2.5	0.1	1.2
PfHsp40 yeast	1.6	-1.3	/	0.9	0.8	-0.3
